Y pestis TopoI – inhibitors of Yersinia pestis topoisomerase I. Y. pestis Topo-I cleavage product accumulation, plate reader. activity, % at 10 µM. actives 0.064% (n = 360,000). AID 504884; in the data active = activity above about 50%, passing the limit was not always enough; note: inactives centre near 2
GDH-TPI inh – GDH-TPI coupled enzyme inhibition counter-screen; AID 588335; GDH-TPI coupled enzyme counterscreen, NADH absorbance; inhibition, % at 4.8 µM; actives 1.2% (n = 360,000); in the data active = inhibition above about 30%;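 note: 0% = DMSO wells and 100% = wells lacking the enzyme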
FadD28 binding – blocks FadD28 binding to the bisubstrate probe | fluorescence polarization | inhibition, % at 12.5 µM | actives 0.22% (n = 360,000) | AID 588549; in the data active = inhibition above about 8.5%, passing the limit was not always enough
FBA Mtb inh – inhibitors of M. tuberculosis fructose-bisphosphate aldolase; purified M. tuberculosis FBA, fluorescence read-out; AID 588726; inhibition, % at 1 µM; P9WQA3; actives 2.3% (n = 360,000); in the data active = inhibition above about 27%;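 note: 0% = vehicle and 100% = reference inhibitor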
UGM FP inh – blocks M. tuberculosis UGM enzyme; purified UGM, fluorescence polarization probe displacement; inhibition, % at 10 µM; actives 0.06% (n = 320,000); in the data active = inhibition above about 10%, passing the limit was not always enough
Mtb BioA inh – BioA (M. tuberculosis) enzyme inhibition; AID 602481; purified M. tuberculosis BioA enzyme, plate reader; actives 0.096% (n = 360,000); inhibition, % at 9.99 µM; in the data active = inhibition above about 40%
Vc quorum ag – inducers of Vibrio cholerae quorum light production without autoinducers. actives 0.16% (n = 350,000). V. cholerae BH1578 lux reporter, luminescence, 6 h. activation, % at 18.7 µM; in the data active = activation mostly above about 9.7%, no sharp cut-off; note: not every result past the cut was called active; inactives centre near 0; reference of the scale not given here
PfHsp40 rescue – compounds rescuing yeast from Plasmodium falciparum HSP40 toxicity. actives 0.68% (n = 340,000). S. cerevisiae expressing PfHsp40, growth rescue, ATP luminescence. growth rescue, % at 12.5 µM; in the data active = growth rescue above about 28%, passing the limit was not always enough;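 note: yeast W303a lacking pdr1 and pdr3 grown in galactose medium; growth measured after three days at 30 °C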
TcdB GH inh – blocks C. difficile toxin B glycohydrolase activity; actives 0.24% (n = 350,000); inhibition, % at 9.99 µM; P18177; TcdB glycohydrolase enzymatic assay, plate reader; in the data active = inhibition above about 10%
* hit, by the source's call; i = inactive; nt = no result given; & = joins results of further samples. This is a random part of the collection; any-hit rate near 4.6%.

SMILES	Y pestis TopoI	GDH-TPI inh	FadD28 binding	FBA Mtb inh	UGM FP inh	Mtb BioA inh	Vc quorum ag	PfHsp40 rescue	TcdB GH inh
CS(=O)(=O)N1CCN(c2ccccc2NC(=O)c2cccnc2)CC1	-4.7	-2.5	-2.2	-4.9	-1.9	nt	i	0.8	nt
CC(C)=NNc1nc2c(c(=O)[nH]c(=O)n2C)n1CCCc1ccccc1	-3.8	11.6	-0.4	5.3	-1.7	1.0	-0.6	0.9	1.0
COc1cccc(OCCOc2ccc(/C=C3\C(=N)N4N=C(S(C)(=O)=O)SC4=NC3=O)cc2OC)c1	1.1	-7.2	-17.5	-3.0	-1.9	0.2	-0.7	-0.3	0.2
Cc1cc(Cl)ccc1C(=O)C1CCCN(C(=O)CCn2cncn2)C1 (stereo unspecified)	5.4	6.3	0.4	5.3	-0.4	0.3	-0.8	-1.9	-0.6
Cc1ccsc1/C=N/NC(=O)c1c[nH]c2ccccc12	-4.1	44.6*	-3.4	7.4	2.4	-0.1	-0.4	0.9	nt
CCO[C@@H]1OC(C(=O)N2CCCCCCC2)=C[C@H](c2cn(C(C)=O)c3ccccc23)[C@H]1CCCO	16.9	6.8	-0.5	2.2	1.6	1.0	0.5	2.7	nt
COc1cccc(CC(=O)OCC(=O)NC(=O)c2ccc(OC(F)F)cc2)c1	-4.7	6.2	-3.0	-1.4	-0.5	-1.7	-0.9	-0.6	1.4
CC(C)(C)SCCNC(=O)CN(c1ccccc1)S(=O)(=O)c1ccc(F)cc1	-12.4	0.6	1.7	-0.4	2.0	-1.2	-0.3	0.2	-0.3
CN(C)CCCNCC(=O)Nc1ccccc1N1CCOCC1	-0.6	-9.2	-2.8	3.0	-2.0	1.4	-1.3	1.1	nt
CC(Sc1nnc2c(n1)C1(C)CCC2C1(C)C)C(=O)Nc1ccccc1 (stereo unspecified)	12.5	9.7	-0.3	1.9	-2.5	7.5	-3.8	0.7	nt
CN(CCc1ccccn1)S(=O)(=O)c1ccccc1F	-2.9	6.4	-1.6	1.6	1.6	nt	-0.3	0.0	nt
Cc1ccc(S(=O)(=O)N2CCC(C(=O)OCC(=O)NCc3ccco3)CC2)cc1C	14.0	17.9	-1.2	1.3	1.7	nt	-2.9	-0.5	1.9
CCC(C)NC(=O)c1ccc(N2CC3CC(C2)c2cccc(=O)n2C3)c(NC(=O)c2c(F)cccc2F)c1 (stereo unspecified)	2.5	13.3	-2.0	-1.0	nt	0.1	5.0	nt	0.5
O=C(NC(Sc1ccc(Cl)cc1)C(=O)O)c1ccccc1 (stereo unspecified)	0.6	9.7	-1.2	1.0	nt	0.2	i	nt	1.4
O=C1CC/C=C\C[C@@H](CC(=O)N(CCO)Cc2ccccc2)C(=O)N[C@H](Cc2c[nH]c3ccccc23)CO1	11.0	-4.1	-2.9	-0.6	0.0	-1.5	i	-1.6	1.2
CCOc1cc(/C=N/Nc2nc(N3CCCCC3)nc(N3CCCCC3)n2)ccc1OC(=O)c1ccco1	0.3	-0.7	-0.4	1.7	-0.3	-0.5	-0.3	0.1	-0.1
CC(=O)N1CCN(CCN=Cc2c(O)n(-c3ccc(C)cc3)c(=S)[nH]c2=O)CC1	-0.5	37.0*	-0.5	-3.4	-0.3	-1.5	-6.2	13.9	2.3
CCCCNC(=O)NS(=O)(=O)c1ccc(C(=O)OC)o1	-0.9	-1.9	-1.5	11.4	2.0	-0.6	0.8	-0.8	nt
COc1ccc(OC)c(C(=O)NC(CC(N)=O)c2ccc(N3CCN(c4ccc(F)cc4)CC3)c([N+](=O)[O-])c2)c1 (stereo unspecified)	18.1	20.3	-0.5	4.6	-0.8	-1.2	i	0.8	0.8
Cc1ccc(SCC(=O)Nc2nnc(-c3ccco3)o2)cc1	-11.2	10.8	-1.0	5.2	2.8	-3.2	i	-1.5	0.7
Cc1ccc(SCCNC(=O)/C=C/c2ccc(Cl)cc2)cc1	8.1	9.6	-0.1	1.8	-2.2	nt	i	-1.0	nt
COc1cccc(NC(=O)CSc2nnc(Cn3cnc([N+](=O)[O-])n3)n2C)c1	-3.0	5.4	-0.7	-0.1	nt	-0.6	i	-1.4	nt
Cc1cc2nc(N3CCN(C(=O)c4cccs4)CC3)sc2cc1C	20.8	-5.3	-3.6	-0.2	-1.1	1.6	0.7	-1.7	1.3
C[C@H](CO)N1C[C@H](C)[C@@H](CN(C)S(=O)(=O)c2ccc(F)cc2)Oc2ccc(NC(=O)c3ccncc3)cc2C1=O	11.3	4.0	0.0	-1.0	nt	3.7&-0.2	i	1.9	-1.0&0.3
COc1ccc(-c2ncc3ccccn23)cc1	0.3	-5.2	-1.2	-0.3	1.4	0.7	-0.5	0.0	nt
O=C(CNC(=O)c1ccco1)N=Nc1c(O)[nH]c2ccc([N+](=O)[O-])cc12	-0.2	20.1	-4.2	-1.8	1.3	nt	-0.4	-0.7	0.9
COc1ccc(C(=O)NC2CC(C)(C)Cc3c2cnn3-c2ccccc2)cc1OC (stereo unspecified)	24.4	-2.6	-0.1	1.2	-3.1	4.0	-0.1	-0.4	0.1
COc1ccccc1NC(=O)C(=N\O)/C(C)=N/O	0.1	7.9	0.7	-0.4	5.2	nt	-0.2	-0.7	-8.5
C=CCn1c(O)c(/C=C2\C=NN=C2c2ccccc2)sc1=S	-1.9	15.3	-2.3	-3.8	2.0	nt	-0.3	-0.1	0.7
NC(N)=NCc1cccc(I)c1	-11.6	11.9	-0.4	4.6	3.7	-1.8	-0.3	1.8	0.9
COc1ccc(-c2oc(NC(C)=O)c(C#N)c2-c2ccc(OC)cc2)cc1	13.7	3.8	5.5	0.1	-1.2	6.5	0.0	2.2	nt
O=C(COC(=O)CNC(=O)c1ccc(Cl)c([N+](=O)[O-])c1)NC(=O)CN1CCCC1=O	5.1	0.3	-0.6	4.0	0.3	-0.8	1.4	-0.1	1.4
O=[N+]([O-])c1cc2c(cc1/C=N/n1c(-c3ccccc3)n[nH]c1=S)OCO2	-3.8	0.9	-0.5	3.4	0.9	nt	-3.2	-1.0	nt
Cc1c(NS(=O)(=O)c2cccc(C(=O)N3CCCC3)c2)c(=O)n(-c2ccccc2)n1C	-0.4	6.1	-2.9	1.8	-1.2	-0.2	-0.3	0.7	1.8
Cc1ccc(-c2nnn(CC(=O)N(CC3CCCO3)C(C(=O)NC3CCCC3)c3ccc(F)cc3)n2)o1 (stereo unspecified)	19.0	2.3	0.2	5.6	-1.9	-5.9	-0.6	-0.8	nt
Cc1cccc(OCCn2cccc2/C=C2/C(=O)NC(=O)N(Cc3ccco3)C2=O)c1	14.8	-7.0	-3.3	-7.7	1.5	-0.9	i	nt	-0.2
Cn1nc(C(C)(C)C)cc1C(=O)N1CCCC(c2cc(C(=O)NCc3ccccc3)no2)C1 (stereo unspecified)	2.1	6.2	-4.6	-0.8	nt	0.8	1.2	nt	0.7
Cc1ccc(NC(=O)Cn2nc(C(=O)O)c3ccccc3c2=O)cc1S(=O)(=O)N1CCOCC1	7.1	-3.5	-1.7	1.5	-0.1	-0.8	-1.5	0.0	1.4
COc1ccccc1C(CNC(=O)c1cccc(S(=O)(=O)Nc2ccc(F)cc2)c1)N(C)C (stereo unspecified)	-9.4	3.9	-1.3	-1.4	1.0	-0.5	-2.0	-1.0	0.5
COc1ccc(NC(=O)C2C3C=CC4(O3)C2C(=O)N(CCN2CCCCC2C)C4C(=O)NC2CCCC(C)C2C)cc1 (stereo unspecified)	-17.7	0.0	-2.3	-0.9	-0.4	nt	-0.3	-0.8	-1.0
CC1CN(C(=O)c2cc3cc(F)ccc3[nH]2)CC(C)O1 (stereo unspecified)	-1.6	0.0	-4.0	-0.6	0.4	0.0	i	-0.9	0.8
Cn1nc(-c2ccc(C(=O)Nc3cccnc3)cc2)c2ccccc2c1=O	6.0	1.8	2.7	-4.0	0.8	nt	-0.2	-1.6	nt
O=C(Cn1cnc2ccccc21)OCC(=O)N1CCCCC1	2.4	4.3	0.2	-0.7	1.8	-0.6	-7.6	1.4	0.7
Cc1ccc(S(=O)(=O)N(C)c2ccc(OCC(=O)Nc3nnc(C4CC4)s3)cc2)cc1	-2.0	-8.3	-3.5	-1.1	nt	0.6	i	1.8	-0.7
COc1cc(NC(=O)c2cccs2)c(C(=O)OCC(=O)c2cc(C)n(-c3ccc(F)cc3)c2C)cc1OC	1.2	11.1	-4.1	2.4	-3.8	-1.1	-0.6	0.5	-0.1
O=c1[nH]cnc2sc3c(c12)CCCCC3	6.8	-7.7	1.3	4.1	5.2	nt	-0.5	0.8	0.2
O=C(CO)c1c[nH]c2ccccc12	5.0	-1.4	-0.2	1.2	nt	-0.3	-0.1	nt	1.0
COc1ccc(CCNC(=O)Cn2c(=O)n(CCCC(=O)NCc3ccco3)c(=O)c3sccc32)cc1OC	3.6	16.9	-1.6	-2.3	2.1	nt	-0.8	-0.9	0.9
CC[C@]12C(=O)N(C)C[C@H]([C@@H]3C(=O)N(C)C(=O)[C@@H]31)N2C(=O)c1ccc(C(F)(F)F)cc1	5.1	-0.8	-1.4	0.0	4.8	-0.6	i	-0.9	1.9
N#Cc1ccc(NC(=S)NC(=O)CCc2ccc(S(=O)(=O)N3CCOCC3)cc2)cc1	14.0	-4.2	-1.4	-1.1	-1.5	nt	i	-0.9	2.8
CC(C)c1ccc(-n2ccnc2SCC(=O)O)cc1	0.6	-1.9	0.0	-1.0	-0.3	-2.2	-1.2	0.0	-0.6
CC(=O)N1c2ccc(S(=O)(=O)NCC3CCC(C(=O)Nc4ccc(C)cn4)CC3)cc2CC1C (stereo unspecified)	15.0	20.7	-1.0	4.6	0.4	-1.7	-0.4	0.3	2.8
FC(F)(F)c1ccccc1NC(=S)NN1CCOCC1	1.3	-4.2	2.3	7.3	2.9	-2.1	nt	0.3	nt
Cc1ccc(N(CC(=O)NC2CCCCC2)S(=O)(=O)c2c(C)nn(C)c2C)cc1	21.9	0.9	0.4	0.1	-2.9	0.3	-0.4	0.6	1.2
CN(C(=O)COC(=O)C(C)(C)Oc1ccc(Cl)cc1)c1c(N)n(Cc2ccccc2)c(=O)[nH]c1=O	17.9	1.4	-2.4	3.4	2.0	-0.6	-1.1	0.4	-0.3
Cn1c(=O)c2[nH]c(CNc3ccc(C(=O)O)cc3)nc2n(C)c1=O	-4.1	9.5	-1.1	6.4	0.6	-2.0	i	-1.1	1.9
COc1ccc(NS(=O)(=O)c2ccc(NS(=O)(=O)c3ccc(SC)cc3)cc2)c(OC)c1	1.4	4.8	-2.6	5.4	1.8	3.1	-0.4	-0.9	nt
CN(CC(=O)Nc1cccc(F)c1)C(=O)CC1CCCC1	-5.3	-2.1	-1.2	5.1	nt	-0.3	i	-1.1	1.0
Cc1ccc2c(c1)N(C(=O)CCC(=O)NCCCN1CCC(Cc3ccccc3)CC1)CCO2	11.2	9.6	0.0	1.9	-0.4	0.6	-0.2	-2.2	1.3

A draw from above in order of number of heavy atoms, rising:
SMILES	Y pestis TopoI	GDH-TPI inh	FadD28 binding	FBA Mtb inh	UGM FP inh	Mtb BioA inh	Vc quorum ag	PfHsp40 rescue	TcdB GH inh
NC(N)=NCc1cccc(I)c1	-11.6	11.9	-0.4	4.6	3.7	-1.8	-0.3	1.8	0.9
O=C(CO)c1c[nH]c2ccccc12	5.0	-1.4	-0.2	1.2	nt	-0.3	-0.1	nt	1.0
CN(C)CCCNCC(=O)Nc1ccccc1N1CCOCC1	-0.6	-9.2	-2.8	3.0	-2.0	1.4	-1.3	1.1	nt
Cn1c(=O)c2[nH]c(CNc3ccc(C(=O)O)cc3)nc2n(C)c1=O	-4.1	9.5	-1.1	6.4	0.6	-2.0	i	-1.1	1.9
CC(=O)N1CCN(CCN=Cc2c(O)n(-c3ccc(C)cc3)c(=S)[nH]c2=O)CC1	-0.5	37.0*	-0.5	-3.4	-0.3	-1.5	-6.2	13.9	2.3
COc1ccc(NS(=O)(=O)c2ccc(NS(=O)(=O)c3ccc(SC)cc3)cc2)c(OC)c1	1.4	4.8	-2.6	5.4	1.8	3.1	-0.4	-0.9	nt

Screening results as filed in PubChem.
